# Pol iota inh: qHTS for Inhibitors of Polymerase Iota; DNA polymerase iota (Homo sapiens), Q9UNA4; Pol iota fluorescent replication assay, 10 min; Potency, µM (highest dose often 115 µM), inactives show top-dose activity, negative = inhibition, hits mostly inhibitors; 390,000 compounds, 1% hits; also: potency is read from the fitted curve at half-maximal effect
#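 Pol iota at 10 nM preincubated 15 min with compounds at room temperature; reaction started with fluorescent substrate, 50 nM final. Fluorescence read kinetically at 0 and 10 min; buffer-only wells as negative control.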
# Anesthetic bind: qHTS Assay for Identification of Novel General Anesthetics; Ferritin light chain (Equus caballus), P02791; apoferritin/1-aminoanthracene competitive binding, fluorescence; Potency, µM (titrated, usually from 77.5 µM), for the others: at the top dose activity change, negative = displacement, hits mostly inhibitors; 350,000 compounds, 0.074% hits; also: potency is read from the fitted curve at half-maximal effect; % is scaled to controls: 0 for no effect and ±100 for the full control effect; nearly all actives have a fitted effect of over 20% in size
# Target sequence (P02791 2-175 limits assumed): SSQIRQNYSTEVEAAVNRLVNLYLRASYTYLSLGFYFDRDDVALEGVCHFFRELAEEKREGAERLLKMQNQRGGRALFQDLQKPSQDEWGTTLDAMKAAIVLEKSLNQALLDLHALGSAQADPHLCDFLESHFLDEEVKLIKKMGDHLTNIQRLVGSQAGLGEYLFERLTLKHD
#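 Read-out: endpoint 1-AMA fluorescence, excitation 380 nm and emission 535 nm, after compounds sit 10 min at room temperature with 10 uM horse-spleen apoferritin in 50% saturated 1-AMA/PBS. Values come from four-parameter Hill fits.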
# POLK inh: qHTS for Inhibitors of Polymerase Kappa. purified Pol kappa, fluorescent DNA synthesis assay, 10 min. DNA polymerase kappa (Homo sapiens), Q9UBT6. AID 588579, 2011. Potency, µM (top dose mostly 107 µM), for the others: top-dose activity, negative = inhibition, usual class: inhibitors. 400,000 compounds, 0.53% hits; also: potency is read from the fitted curve at half-maximal effect; % is scaled to controls: 0 for no effect and ±100 for the full control effect
#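 Kinetic fluorescence readout at 0 and 10 min followed reaction start with substrate at 50 nM final. Beforehand, enzyme (10 nM Pol kappa) stood 15 min with compound at room temperature; buffer-only wells were negative controls.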
# APE1 inh: qHTS Assay for Inhibitors of the Human Apurinic/apyrimidinic Endonuclease 1 (APE1). DNA repair nuclease/redox regulator APEX1 (Homo sapiens), P27695. AID 2517, 2012. 350,000 compounds, 0.35% hits. recombinant APE1, TAMRA/BHQ-2 abasic DNA cleavage fluorescence. Potency, µM (series often up to 65.8 µM), for the others: top-dose activity change, negative = inhibition, usual class: inhibitors;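 also: potency is read from the fitted curve at half-maximal effect; plate controls were vehicle for no effect and reference inhibitor for full effect; nearly all actives have a fitted effect of over 55% in size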
# Target sequence (P27695 whole entry, looked up): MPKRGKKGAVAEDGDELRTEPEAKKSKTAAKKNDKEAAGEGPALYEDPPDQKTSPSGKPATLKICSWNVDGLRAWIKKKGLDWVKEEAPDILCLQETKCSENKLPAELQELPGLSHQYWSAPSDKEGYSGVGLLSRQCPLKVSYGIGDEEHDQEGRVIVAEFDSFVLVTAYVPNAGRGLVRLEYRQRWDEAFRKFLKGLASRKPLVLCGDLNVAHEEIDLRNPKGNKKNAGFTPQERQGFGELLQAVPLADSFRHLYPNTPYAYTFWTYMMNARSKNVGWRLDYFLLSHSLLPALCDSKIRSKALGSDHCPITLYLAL
#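 Readout is kinetic fluorescence (ex 525, em 598 nm) from cleavage of 50 nM TAMRA/BHQ-2 THF abasic duplex by 0.75 nM APE1, compound added 15 min beforehand at RT.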
# Tb PGK inh: qHTS Assay to Find Inhibitors of Phosphoglycerate Kinase | Potency, µM (highest dose often 57.5 µM), for inactives: top-dose activity change, negative = inhibition, hits mostly inhibitors | PGK/GAPDH coupled, Kinase-Glo luminescence, 60 min | AID 602233, 2012 | 380,000 compounds, 0.043% hits | Phosphoglycerate kinase, glycosomal (Trypanosoma brucei brucei), P07378; also: potency is read from the fitted curve at half-maximal effect; % is scaled to controls: 0 for no effect and ±100 for the full control effect; nearly all actives have a fitted effect of over 60% in size
# Target sequence (P07378 whole entry, looked up): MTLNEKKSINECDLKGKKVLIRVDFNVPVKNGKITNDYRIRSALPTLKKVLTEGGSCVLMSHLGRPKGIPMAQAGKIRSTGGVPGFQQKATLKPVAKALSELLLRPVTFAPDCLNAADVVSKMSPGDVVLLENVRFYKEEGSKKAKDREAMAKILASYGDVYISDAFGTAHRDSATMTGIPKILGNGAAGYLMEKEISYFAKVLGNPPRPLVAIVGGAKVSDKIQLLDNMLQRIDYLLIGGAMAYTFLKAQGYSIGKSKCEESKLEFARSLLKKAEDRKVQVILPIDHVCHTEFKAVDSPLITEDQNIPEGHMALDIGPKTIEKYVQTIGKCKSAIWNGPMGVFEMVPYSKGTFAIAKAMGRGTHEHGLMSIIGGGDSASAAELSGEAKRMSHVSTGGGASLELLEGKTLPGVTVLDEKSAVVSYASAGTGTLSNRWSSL
#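 Luminescent ATP detection (Kinase-Glo Plus) follows a 60-minute room-temperature incubation, with wells lacking PGK as controls. Buffer: 100 mM TEA (pH 7.6), 5 mM MgCl2, 0.01% Tween-20. Coupling enzyme GAPDH (100 nM final) supplies unstable 1,3-BPG in-well.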
# RXFP1 antag: qHTS Assay for Antagonists of the Relaxin Receptor RXFP1; activity change, negative = inhibition, % at 57.5 µM; Relaxin receptor 1 (Homo sapiens), Q9HBX9; 350,000 compounds, 0.59% hits; HEK293-RXFP1, relaxin-stimulated cAMP HTRF, 30 min; stronger effect = lower value;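 active = activity change of -60% or lower, but not beyond a set lower limit; inconclusive = change between -60% and -40%, or beyond the set limit; inactive = change above -40%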; also: % is scaled to controls: 0 for no effect and ±100 for the full control effect
# POLH inh: qHTS for Inhibitors of Polymerase Eta; AID 588591, 2011; Potency, µM (doses to about 114 µM), for the others: top-dose activity change, negative = inhibition, usual class: inhibitors; 390,000 compounds, 1.2% hits; recombinant Pol eta, fluorescent DNA replication assay; also: potency is read from the fitted curve at half-maximal effect; % is scaled to controls: 0 for no effect and ±100 for the full control effect
#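 Pol eta at 10 nM preincubated with compounds 15 min at room temperature; reaction started with fluorescent substrate (50 nM final) and read kinetically at 0 and 10 min.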
# BLM helicase inh: qHTS Assay for Inhibitors of Bloom's syndrome helicase (BLM) | RecQ-like DNA helicase BLM (Homo sapiens), P54132 | recombinant BLM DNA unwinding, fluorescence dequenching | Potency, µM (titrated, usually from 56.1 µM), for the others: top-dose activity change, negative = inhibition, usual class: inhibitors | 350,000 compounds, 0.2% hits;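 also: potency is read from the fitted curve at half-maximal effect; plate controls were vehicle for no effect and no enzyme for full effect; nearly all actives have a fitted effect of over 35% in size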
# Pol beta inh: qHTS Assay for Inhibitors of DNA Polymerase Beta | P06746 | Pol beta primer extension/strand displacement, fluorescence kinetic | 340,000 compounds, 1.3% hits | Potency, µM (doses to about 114 µM), inactives show at the top dose activity change, negative = inhibition, most hits filed as inhibitors; also: potency is read from the fitted curve at half-maximal effect; % is scaled to controls: 0 for no effect and ±100 for the full control effect
#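 Human Pol beta at 10 nM; strand-displacement substrate 50 nM final. Compound exposure 15 min at room temperature before start, reaction 10 min at room temperature.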
# * marks the source's active call; other numbers are inactive results; i = inactive; ? = inconclusive; nt = not tested or not shown; & = joins results of further samples; [ ] = remark or other dose. Unless noted, calls follow the shape of the dose curve; as a rule, active = well fitted curve in the direction sought with a large enough effect; inconclusive = small, poorly fitted or top-dose-only effect, or another doubt; inactive = no such curve, though single readings can be large; an effect the other way counts as inactive or inconclusive. Not all compounds are listed (hit frequency here may not be typical).
no.	canonical_smiles	Pol iota inh	Anesthetic bind	POLK inh	APE1 inh	Tb PGK inh	RXFP1 antag	POLH inh	BLM helicase inh	Pol beta inh
1	CCOC(=O)c1ccc(NC(=O)c2cc3cc(C)ccc3n2C)cc1	50.4%[activator]	-16.7%	-6.5%	nt	7.2%	-1.2	-16.3%	-3.6%	4.2%
2	CCN1CCOC(CC(=O)Nc2ccc([N+](=O)[O-])cc2)C1=O (stereo not given)	-8.0%	-3.8%	-2.4%	1.9%	i	-9.6	-11.4%	-1.3%	7.9%
3	COc1ccc(-c2noc(N3CCC(C(=O)NCCCN4CCC(C)CC4)CC3)n2)cc1	24.1%	-5.7%	-3.3%	9.0%	-7.3%	-4.7	-15.4%	4.5%	-1.5%
4	CCc1ccc(CNC(=O)CCC(=O)N2Cc3cccc(OC)c3Oc3ncccc32)cc1	43.1%&12.1%[activator]	-7.7%&0.3%	0.4%&-1.2%	-7.3%	1.6%&-6.3%	3.5&-16.0	-17.8%&-2.7%	-4.7%&4.2%	-1.9%&16.6%
5	Cc1ccc(C)c(NC(=S)NCc2ccccc2)c1	5.2%	-1.5%	-11.2%	25.6%	4.1%	1.5	-17.8%	-4.4%	6.4%
6	CCOc1cc(/C=C2\SC(=S)N(N3CCOCC3)C2=O)ccc1O	12.4%	3.5%	13.6%	-2.6%	i	-4.4	-8.2%	-2.1%	0.2%
7	C=CCN1C(=NC(=O)COc2ccc(Cl)cc2)SC2CS(=O)(=O)CC21 (stereo not given)	-8.3%	2.4%	-1.4%	30.3%	-11.0%	-3.8	-2.0%	-7.6%	-0.6%
8	CCOC(=O)C1(c2ccccc2)NC(c2ccccc2C)C2C(=O)N(c3ccc4c(c3)OCO4)C(=O)C21 (stereo not given)	-5.8%	1.0%	-18.7%	-3.7%	0.1%	-4.7	-9.1%	-5.6%	-17.1%
9	CCOC(=O)N1CCN(/C=C(\C#N)c2nc3ccccc3s2)CC1	?	-20.7%	-12.0%	2.7%	-7.2%	1.9	-9.7%	-6.9%	-2.0%
10	c1ccc2c(c1)CCN(C1CCCCC1)C2	5.8%	0.1%	-15.1%	1.6%	1.7%	1.9	3.8%	-0.7%	46.0%
11	O=C(COC(=O)/C=C/c1cccc(Br)c1)NCCC1=CCCCC1	-3.7%	-11.7%	-1.4%	14.2%	-1.9%	-5.1	-14.9%	-12.5%	85.6%
12	CC(C)NC(=O)CN1CCC(c2nc3ccccc3[nH]2)CC1	17.4%	-4.7%	-17.4%	16.0%	-9.8%	0.4	-9.5%	1.1%	-15.4%
13	COc1cc(CNCc2ccccn2)ccc1OCc1ccccc1Cl	-1.8%	?	-24.0%	9.9%	3.5%	-14.0	-17.1%	-4.7%	15.8%
14	Clc1ccc(/C=C/c2nc3ccccc3[nH]2)cc1	9.5%	-11.9%	-3.1%	-4.8%	-28.9%	-1.9	-5.9%	-3.3%	5.2%
15	CC1CC(C)CN(c2ccc(-n3cnnn3)cc2[N+](=O)[O-])C1 (stereo not given)	3.9%	?	1.3%	1.7%	-1.3%	-13.6	-16.6%	-5.6%	4.3%
16	CN(C)S(=O)(=O)c1ccc(S(=O)(=O)N2CCN(CCC#N)CC2)cc1	43.8%[activator]	-0.5%	10.0%	1.7%	-1.0%	nt	-11.9%	-0.6%	-10.7%
17	CN(CC(=O)Nc1ccccc1Cl)C(=O)c1cc(C2CC2)nn1-c1ccccc1	3.9%	nt	6.4%	23.0%	i	-7.6	-15.2%	nt	nt
18	Cc1ccc(S(=O)(=O)N2CCC(C(=O)OCC(=O)N(C)C3CCCCC3)CC2)cc1C	-7.2%	nt	-2.4%	-3.1%	5.7%	-15.6	-18.3%	nt	nt
19	Cc1ccc(NC(=O)CCN2C(=O)c3cccc4cccc(c34)C2=O)cc1	16.2%	-5.5%	-14.5%	-0.7%	-4.0%	-4.3	-1.3%	-0.3%	-19.4%
20	CCOC(=O)c1c(S(=O)(=O)NCc2ccc(C)o2)c(C)n(C)c1C	22.3%	-5.2%	7.3%	6.8%	-3.1%	0.0	-15.8%	-2.9%	5.5%
21	O=C(NCC1OCCc2ccccc21)c1ccco1 (stereo not given)	1.6%	-6.2%	-18.8%	-1.0%	-1.0%	-3.0	-2.7%	?	-2.4%
22	COc1cc2c(cc1OC)C(c1ccccc1OC(C)C)CC(=O)N2 (stereo not given)	36.1%[activator]	-7.3%	7.4%	25.1%	-10.0%	0.0	-20.3%	-8.7%	0.8%
23	CCOC(=O)c1sc(NC(=O)c2cc3nc(-c4ccc(Br)cc4)cc(C(F)(F)F)n3n2)c(C(=O)OCC)c1C	-5.3%	-4.7%	2.3%[60.1 µM]	nt	-1.0%	-29.6	-21.3%	-1.1%	0.2%
24	NS(=O)(=O)c1ccc(CCNC(=O)c2cccc(OC(F)F)c2)cc1	27.8%	-1.3%	-2.2%	-6.1%	i	2.3	-15.7%	1.1%	-23.8%
25	O=C(O)CC(NC(=O)COc1ccccc1)c1cccc([N+](=O)[O-])c1 (stereo not given)	7.9%	-5.3%	-12.6%	-4.0%	3.0%	-9.5	-9.1%	0.5%	-20.7%
26	O=C(Nc1cccc(O)c1)C(=O)Nc1ccccn1	-12.4%	-17.7%	-14.6%	10.8%	?	-3.0	-16.0%	-8.0%	2.3%
27	CCCCn1c(N)c(N(CCOC)C(=O)COC(=O)c2ccccc2NCCO)c(=O)[nH]c1=O	18.5%	nt	-4.0%	nt	0.8%	9.6	6.7%	nt	nt
28	O=C1C=C(c2ccccc2)C[C@@H](c2ccc3c(c2)OCO3)C1	47.6%[activator]	nt	-4.0%	12.4%	9.2%	nt	-25.6%	nt	nt
29	Cn1c(=O)c2c(ncn2CC(=O)N2CCc3ccccc3C2)n(C)c1=O	0.0%	-13.0%	-7.0%	-0.5%	i	-14.6	-16.8%	-1.9%	32.1%
30	Cc1ccccc1CCN1CCCC(CN(C)CC(C)(C)C)C1 (stereo not given)	-11.8%	3.8%	-6.1%	-31.4%	-2.8%	11.7	-19.7%	5.4%	1.4%
31	COC(=O)c1ccc(NC(=S)NC2CCCCC2)cc1	26.6%	-14.5%	-2.4%	19.7%	-8.0%	-1.3	-12.5%	-4.5%	14.6%
32	COC(=O)CSc1nnc(-c2ccccn2)n1N	140.4%[activator]	-0.2%	-1.2%	0.3%	15.5%	3.8	0.8%	-2.7%	1.5%
33	Cc1cc(Cl)nc(-c2ccccc2O)n1	-8.4%	-6.7%	-0.5%	-4.6%	-5.8%	3.9	-2.6%	-0.2%	30.1%
34	FC(F)(F)c1cc(CCN2C(=S)NC[C@@H]2CC2CCCCC2)cc(C(F)(F)F)c1	47.3%[activator]	-7.9%	11.8%	-6.0%	i	nt	-18.6%	-18.5%	-24.4%
35	CN(C)S(=O)(=O)c1ccc(N2CCCC2)c(C(=O)N2CCC(C(N)=O)CC2)c1	7.8%	nt	-6.6%	6.0%	-1.3%	3.1	0.3%	nt	nt
36	Cc1ccccc1NC(=O)c1c(C)oc2ccc(O)c(CN3CCOCC3)c12	9.3%	3.3%	2.7%	nt	2.0%	-8.4	-6.6%	-15.9%	?
37	Cc1ccc(NC(=O)CCc2ccc(C)o2)cc1	19.0%	-21.9%	6.6%	34.7%	i	-3.6	-13.5%	-11.9%	-13.0%
38	COc1ccc(Cl)cc1NC(=O)C/C(C)=N/NC(=O)c1ccc(O)cc1	134.0%[activator]	-14.7%	-16.3%	-51.6%	-1.3%	-14.5	-21.4%	-5.1%	?
39	COc1cc(S(=O)(=O)N2CCOCC2)ccc1NC(=O)CN1c2cccc3cccc(c23)S1(=O)=O	163.2%[activator]	3.8%	-14.2%	-2.2%	-2.2%	-3.0	-18.7%	-5.4%	9.5%
40	CC(=O)Nc1ccc(NC(=O)CCCSc2nc3ccccc3[nH]2)cc1	-20.0%	9.2%	-0.2%	6.3%	-6.3%	-3.3	-4.2%	0.0%	9.1%
41	COc1ccc(-n2c(=O)c(CCC(=O)NCCc3ccccc3F)nc3ccccc32)cc1	?	nt	-11.9%	-15.3%	4.1%	-1.3	-10.3%	nt	nt
42	CCN(CC)S(=O)(=O)c1ccc(C)c(NC(=O)CSc2nnnn2C)c1	20.6%	nt	4.4%	1.1%	-0.9%	11.8	-15.4%	nt	nt
43	Cn1c(Nc2ccc(Cl)cc2)cc(=O)n(C)c1=O	-8.1%&-6.4%	-15.4%&-6.6%	-12.2%&-17.8%	52.0%[activator]	4.7%&-1.6%	8.9&9.0	-4.6%&-12.7%	-8.8%&0.1%	4.4%&-15.9%
44	CCc1ccc(NC(=O)C2CCCN2S(=O)(=O)c2ccc3nc(-c4ccccc4)[nH]c3c2)cc1 (stereo not given)	89.1µM*	45.5%[activator]	89.1µM*	nt	-17.8%	-3.7	?	-12.9%	12.6µM*
45	O=S(=O)(c1cccc(-c2nnco2)c1)N1CCCC1	5.4%	-0.2%	7.5%	-3.4%	4.2%	-11.1	-9.9%	-1.4%	4.4%
46	CCCNS(=O)(=O)c1cc(Br)cc2c1N(C(=O)CC)CC2	41.3%[activator]	-0.1%	-13.0%	0.3%	3.1%	7.4	-3.2%	0.2%	19.1%
47	Cc1cc(C)c(NS(=O)(=O)c2ccc3c(c2)NC(=O)C(C)C(=O)N3)c(C)c1 (stereo not given)	-17.5%	-16.5%	-6.2%	58.3%[activator]	-4.1%	-2.7	-5.2%	1.3%	-4.8%

# From PubChem
